Screening results (PubChem)
Anthrax LF inh2: inhibitors of Bacillus anthracis lethal factor protease. inhibition, % at 10 µM. multiplex microsphere protease cleavage assay, LF. P15917. 360,000 tested, 0.12% active. AID 588501; also: plate controls were buffer without enzyme for full effect and enzyme alone for no effect
Target sequence (P15917 whole entry, looked up): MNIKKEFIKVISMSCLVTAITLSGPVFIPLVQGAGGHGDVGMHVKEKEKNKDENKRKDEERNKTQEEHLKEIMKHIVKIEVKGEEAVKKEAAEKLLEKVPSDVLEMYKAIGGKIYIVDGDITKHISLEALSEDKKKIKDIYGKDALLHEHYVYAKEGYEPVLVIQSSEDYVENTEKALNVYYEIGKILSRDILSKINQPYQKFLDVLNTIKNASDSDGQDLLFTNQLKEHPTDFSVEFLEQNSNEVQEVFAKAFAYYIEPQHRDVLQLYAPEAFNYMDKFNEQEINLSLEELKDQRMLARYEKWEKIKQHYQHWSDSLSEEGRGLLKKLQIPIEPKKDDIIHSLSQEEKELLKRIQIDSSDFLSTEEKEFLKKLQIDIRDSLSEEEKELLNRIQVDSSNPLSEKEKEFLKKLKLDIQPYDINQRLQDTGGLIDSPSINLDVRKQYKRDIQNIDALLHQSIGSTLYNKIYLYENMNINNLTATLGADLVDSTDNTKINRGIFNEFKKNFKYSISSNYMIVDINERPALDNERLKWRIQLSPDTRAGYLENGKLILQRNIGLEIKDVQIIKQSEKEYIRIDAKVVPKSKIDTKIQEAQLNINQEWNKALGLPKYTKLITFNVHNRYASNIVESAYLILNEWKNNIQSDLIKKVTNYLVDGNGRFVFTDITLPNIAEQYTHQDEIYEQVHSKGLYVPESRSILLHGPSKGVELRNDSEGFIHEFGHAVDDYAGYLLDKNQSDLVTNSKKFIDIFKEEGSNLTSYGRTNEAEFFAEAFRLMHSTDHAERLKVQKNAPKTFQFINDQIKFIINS
TcdB GH inh: TcdB glycohydrolase inhibition | inhibition, % at 9.99 µM | 350,000 tested, 0.24% active | P18177 | TcdB glycohydrolase enzymatic assay, plate reader; in the data active = inhibition above about 10%
PfHsp40 yeast: compounds rescuing yeast from Plasmodium falciparum HSP40 toxicity | AID 504582 | growth rescue, % at 12.5 µM | 340,000 tested, 0.68% active | S. cerevisiae expressing PfHsp40, growth rescue, ATP luminescence; in the data active = growth rescue above about 28%, passing the limit was not always enough;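 also: yeast W303a lacking pdr1 and pdr3 grown in galactose medium; growth measured after three days at 30 °C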
Yp Topo-I inh: inhibitors of Yersinia pestis topoisomerase I; Y. pestis Topo-I cleavage product accumulation, plate reader; activity, % at 10 µM; 360,000 tested, 0.064% active; AID 504884; in the data active = activity above about 50%, passing the limit was not always enough; also: inactives centre near 2
SARS 3CLpro inh: SARS-CoV 3CLpro protease inhibition; P0C6X7; recombinant SARS-CoV 3CLpro, quenched FRET peptide cleavage; inhibition, % at 6 µM; 290,000 tested, 0.14% active; AID 1706; in the data active = inhibition above about 12%
BH1578 lux ind: induces V. cholerae light production without autoinducers; AID 588436; 350,000 tested, 0.16% active; V. cholerae BH1578 lux reporter, luminescence, 6 h; activation, % at 18.7 µM; in the data active = activation mostly above about 9.7%, no sharp cut-off; also: not every result past the cut was called active; inactives centre near 0; reference of the scale not given here
SSB-PriA inh: blocks PriA binding to SSB C-terminal tail; 430,000 tested, 0.6% active; inhibition, % at 33 µM; AID 1272365; AlphaScreen SSBct-PriA binding, biotinylated peptide; in the data active = inhibition mostly above about 37%, no sharp cut-off; inactive = mostly below about 20%;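 also: plate controls were negative control peptide for no effect and reference peptide for full effect; strong numbers were not always called active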
CCHFV vOTU inh: CCHFV vOTU protease inhibition. Pep-AMC fluorescence. inhibition, % at 11.5 µM. 370,000 tested, 0.55% active. AID 651958; in the data active = inhibition above about 30%; also: 0% = vehicle wells with enzyme and 100% = no enzyme wells
BoNT-A LC inh2: inhibitors of Botulinum neurotoxin A light chain protease; multiplex microsphere protease substrate cleavage, flow cytometry; AID 588499; 360,000 tested, 0.17% active; inhibition, % at 10 µM; also: plate controls were buffer without enzyme for full effect and enzyme alone for no effect
DUSP3 inh: DUSP3 (human) phosphatase inhibition | recombinant VHR phosphatase, pNPP absorbance | P51452 | 290,000 tested, 0.52% active | inhibition, % at 13.3 µM; in the data active = inhibition above about 50%; also: some compounds called inactive have numbers as strong as hits
Target sequence (P51452 whole entry, looked up): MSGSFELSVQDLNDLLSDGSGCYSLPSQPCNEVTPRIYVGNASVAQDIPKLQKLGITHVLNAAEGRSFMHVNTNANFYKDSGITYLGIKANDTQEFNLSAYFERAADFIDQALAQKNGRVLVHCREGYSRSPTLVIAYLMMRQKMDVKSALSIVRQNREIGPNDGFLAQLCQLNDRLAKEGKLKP
Active calls of the source: *; i = inactive; . = not tested or not shown; & = joins results of further samples. Rule as the data show it, unless noted: active = inhibition above about 30%; inconclusive = no clear call, values can overlap the other calls; inactive = below that. An excerpt, so the mix of outcomes need not match the whole.

SMILES	Anthrax LF inh2	TcdB GH inh	PfHsp40 yeast	Yp Topo-I inh	SARS 3CLpro inh	BH1578 lux ind	SSB-PriA inh	CCHFV vOTU inh	BoNT-A LC inh2	DUSP3 inh
Cc1cc(C)c(NC(=O)CN2CCN(c3ccccn3)CC2)c(C)c1	-3	1.5	0.3	8	-1	0.0	-9	-3	-1.8	-22
Cc1ccc(C(=O)N/C(=C\c2cn(C)c3ccccc23)C(=O)NCCN2CCOCC2)cc1	-3	2.4	0.7	9	5	4.3	5	10	-0.5	12
CC1CCC2(CC1)C(Nc1cccc(Cl)c1)=NC(=S)N2CC#N (configuration not stated)	-2	.	0.2	1	-2	i	8	6	-0.3	-3
CSC1=NCCN1C(=O)Cc1cccs1	-7	0.6	-2.4	-2	-2	-0.6	-1&-14	-7	-0.7	21
COc1ccc(/C=N/N(Cc2ccccc2)c2ccccc2)cc1O	1	-0.4	0.0	-7	1	-0.2	.	-1	-0.9	7
CCOc1ccc(/C=N/NC(=O)C2CCCC2)c(OCC)c1	-2	-0.3	-0.7	7	-2	2.2	.	5	-3.9	19
CCCN(CC(=O)Nc1ccccc1C)C(=O)c1ccc(-c2ccc(C(C)=O)cc2)o1	0	.	-0.3	3	.	i	-15	.	6.1	.
CCCCN1C(=O)C(CC(=O)NCCCCc2ccccc2)CC(C(=O)N2CCOCC2)=C1C (configuration not stated)	3	1.7	.	19	.	-0.2	.	-4	-0.2	.
Cc1ccc(C(=O)NNC(=S)NC(=O)COc2ccccc2)cc1	-1	2.1	5.2	-4	0	-6.3	-3	-6	-1.4	29
CC(Oc1ccccc1)C(=O)Nc1ccc(S(=O)(=O)Nc2nccs2)cc1 (configuration not stated)	-3	0.7	-1.8	3	0	-0.3	-1	-1	-1.3	30
O=C(c1ccncc1)N1CCN(S(=O)(=O)c2ccccc2Br)CC1	-1	0.4	-0.1	1	.	i	-4	1	0.3	.
CC(=O)c1ccc(S(=O)(=O)NC2CC(=O)N(c3ccc4c(c3)OCCO4)C2)cc1 (configuration not stated)	-6	2.9	-0.5	-2	.	-0.7	-10	2	0.4	.
CCN(Cc1ccc(O)cc1)CC1CCCN(CCc2cccc(F)c2)C1 (configuration not stated)	-3	2.0	-0.9	3	4	-0.6	-17	-17	-1.3	18
CCN1CCCC1CNC(=O)C1c2ccccc2C(=O)N(CCOC)C1c1ccc(F)cc1 (configuration not stated)	3	.	1.4	-3	7	i	-8	4	1.6	8
COc1ccc(CNC(=O)C(=O)NCC2OCCN2S(=O)(=O)c2ccc(F)cc2)cc1 (configuration not stated)	-1	0.6	0.0	1	4	i	-8	-3	4.7	1
CCN(CC)S(=O)(=O)c1cc(C(=O)n2cccn2)c(Cl)cc1Cl	-6	-2.3	-0.6	-1	-6	5.9	-5	0	0.4	7
CN(CCCC1CCCC1)C(=O)c1cc(COc2ccc(F)c(F)c2)on1	-1	0.0	44*	46	3	-0.3	-34	38*	1.6	20
Cc1cc(S(=O)(=O)NCCCN2CCOCC2)c(C)cc1Cl	2	1.5	0.1	1	-2	-0.4	-5	0	1.3	-8
C[C@@H]1CN([C@H](C)CO)C(=O)CCCn2nncc2CO[C@@H]1CN(C)C(=O)CCC(F)(F)F	-4	1.2&-1.6&-2.6	.	-5	.	-0.4	.	7	0.4	.
CC(C)NCC(O)COC1C2CC3CC(C2)CC1C3 (configuration not stated)	-3	1.8	-0.5	4	2	i	-1	-6	-0.2	9
COCCn1nnnc1C(c1cc2cc(OC)ccc2[nH]c1=O)N1CCC(Cc2ccccc2)CC1 (configuration not stated)	2	0.4	1.3	13	1	i	9	-9	1.1	28
CC(C)[C@H](NC(=O)c1ccccc1F)C(=O)OCC(=O)Nc1sccc1C(N)=O	2	-0.5	0.7	3	.	-2.0	-12	7	8.7	.
CCCN(CCC)CCNC(=O)CCC(=O)Nc1ccc2nc(N3CCN(C)CC3)cc(C)c2c1	-2	3.1	-1.5	-10	-4	i	4	-209	-0.5	36
N#C/C(=C\c1c(N2CCCCCC2)nc2ccccn2c1=O)C(N)=O	-13	0.6	0.7	-6	-4	i	-6	-2	-1.0	.
O=[N+]([O-])c1ccc(CN2CCN(c3ncccn3)CC2)cc1	0	1.1	0.3	4	5	-3.8	-14	-4	-2.5	-3
Cc1cc(F)ccc1S(=O)(=O)N1CCCCC1CCNC(=O)C(=O)NCCN1CCOCC1 (configuration not stated)	-1	2.9	0.2	23	.	-5.9	1	3	-4.3	.
Cc1c(Cl)cccc1NC(=S)N1CCN(C(=O)c2ccco2)CC1	5	4.8	-0.5	-1	9	-0.2	-2	-8	0.0	-10
O=C(COC(=O)/C=C/c1ccccc1)NNC(=O)c1ccccc1F	3	-1.5	0.8	3	.	-1.2	5	-7	2.0	.
CCCCn1c(N)c(N(CCOC)C(=O)CCNC(=O)c2ccc(Cl)cc2)c(=O)[nH]c1=O	.	-5.3	0.5	-2	.	-0.3	-10	11	.	.
CCCCn1c(=O)c(C(C)=O)c(O)c2ccccc21	-1	2.0	-2.4	2	1	0.6	-18	-9	-0.4	13

Overlap with the part before: three compounds, then new ones.
SMILES	Anthrax LF inh2	TcdB GH inh	PfHsp40 yeast	Yp Topo-I inh	SARS 3CLpro inh	BH1578 lux ind	SSB-PriA inh	CCHFV vOTU inh	BoNT-A LC inh2	DUSP3 inh
O=C(COC(=O)/C=C/c1ccccc1)NNC(=O)c1ccccc1F	3	-1.5	0.8	3	.	-1.2	5	-7	2.0	.
CCCCn1c(N)c(N(CCOC)C(=O)CCNC(=O)c2ccc(Cl)cc2)c(=O)[nH]c1=O	.	-5.3	0.5	-2	.	-0.3	-10	11	.	.
CCCCn1c(=O)c(C(C)=O)c(O)c2ccccc21	-1	2.0	-2.4	2	1	0.6	-18	-9	-0.4	13
CCOc1ccc(OCCCC(=O)NCCOc2ccccc2OC)cc1	0	-1.3	-0.5	14	-5	-0.2	3	16	-3.5	10
Cc1ccc(NC(=O)CN2CCCC2)cc1	.	-4.7	-1.0	7	3	-0.3	-7	2	.	15
Cc1cc(NC(=O)COc2ccc(C(C)(C)C)cc2)no1	15	-0.1	-0.3	21	1	-9.4	3	-8	0.3	11
Cc1ccc(/C=C(\NC(=O)c2ccc(C)cc2)c2nc(=S)[nH][nH]2)cc1	22	1.3	2.4	8	4	i	18	3	18	10
CCCn1c(SCC(=O)N2CCN(S(=O)(=O)c3ccc(Cl)cc3)CC2)n[nH]c1=O	-2	.	-1.0	23	-2	i	-22	5	-0.2	31
O=C(COc1ncnc2ccccc12)NC1CCS(=O)(=O)C1 (configuration not stated)	-1	.	-0.2	2	1	-0.3	-22	25	-4.4	15
COc1cccc(N=CC=C2OC(C)(C)C(C)(C)O2)c1	-5	0.4	-1.3	-6	0	0.4	11	-23	-1.7	29
O=c1cc(N2CCCCC2)c(-c2ccccc2)nn1Cc1ccc(Cl)cc1Cl	-5	.	-0.3	4	1	i	-17	9	-0.3	12
O=C1CCCc2nc(N3CCN(C(c4ccccc4)c4ccccc4)CC3)ncc21	0	.	3.0	7	2	-0.2	8	13	-0.8	26
CN(CC(=O)Nc1ccc(S(=O)(=O)N2CCCC2)cc1)CC(=O)Nc1ccc(F)c(F)c1F	-2	2.3	0.6	19	3	-1.4	-6	-7	0.0	1
COc1ccc(COc2ccsc2C(=O)Nc2ccc(Cl)c(Cl)c2)cc1	-2	.	-0.6	1	-2	0.9	-10	-11	1.3	33
CC(C)=CC1C(C(=O)Nc2ccc(S(=O)(=O)N3CCOCC3)cc2)C1(C)C (configuration not stated)	-4	1.1	0.2	23	.	-0.4	-5	10	2.0	.
COc1ccc(C(=O)N2CCCC(c3cc(C(=O)NCc4cccnc4)no3)C2)cc1 (configuration not stated)	3	-3.6	.	2	.	i	.	11	0.4	.
COc1cc(SC)ccc1C(=O)NCCCn1ccnc1	17	0.9	-0.5	-5	2	-0.8	2	-7	-3.7	-8
COc1ccc(-c2onc3ccc(C(=O)/C=C/N(C)C)cc23)cc1	-10	-1.8	1.2	-5	1	-0.4	1	-13	1.3	21
O=C(CN1C(=O)c2cccc3cccc1c23)N1CCN(c2ccc(F)cc2)CC1	0	.	-1.1	-9	-3	i	-6	6	0.7	11
CCN(CC)C(=O)c1cn(CCC#N)nc1-c1ccc2c(c1)OCCO2	-2	2.0	-0.5	3	7	i	9	-9	-1.1	22
COc1ccc(Cc2nc(-c3ccc(-n4cccc4)cc3)no2)cc1OC	-9	1.2	2.0	31	-3	-0.4	-10	1	-0.1	-23
COc1cccc(C(=O)Cn2c(NCCO)nc3ccccc32)c1	0	1.2	-0.9	-7	-1	.	-10	0	0.6	-9
Cc1cccc(OCC(=O)Nc2ccc3nc(C)sc3c2)c1	4	0.9	-1.1	-1	0	-0.4	-2	-7	1.2	-6
CN(CC(=O)Nc1ccccc1Cl)C(=O)c1ccc(N2C(=O)CCC2=O)cc1	-1	0.7	-1.8	8	.	-0.4	-9	7	0.3	.
CC(C)C(=O)Nc1nnc(SCC(=O)NC2CCCC2)s1	-4	-0.5	-0.2	7	2	-0.3	-17	8	-0.3	21
Cc1ccc2c(cnn2C(=O)CCCC(=O)NCc2ccc(F)cc2)c1	4	-1.0	-0.8	28	-6	-0.2	-5	6	0.5	25
CCOC(=O)c1c(C)[nH]c(C(=O)C(C)Sc2ccc(Cl)cc2)c1C (configuration not stated)	-3	.	9.3	18	-7	-0.7	-24	-4	-0.6	7
CN(CCCNC(=O)C1CCN(S(=O)(=O)N2CCC3(CC2)OCCO3)CC1)Cc1ccccc1	-1	.	-1.1	0	0	-0.4	-6	9	0.6	4
Cc1cnc(=O)[nH]c1SCc1ccccc1F	0	-3.9	-0.8	6	7	0.5	-8	-4	-1.7	-10
Cc1ccc(C)c(OCC(=O)Nc2ccc(S(=O)(=O)Nc3onc(C)c3C)cc2)c1	-7	1.3	-0.6	5	0	-0.3	6	0	1.0	2
CC1=C2CCC3C(CCC4=CC(=O)CCC43C)C2CC1 (configuration not stated)	5	2.7	0.2	37	.	i	-5	12	-0.4	.
C=C(C)C1CCC(C)=C1CC(C)(C)/C=N\n1cnnc1 (configuration not stated)	3	1.9	-0.8	7	5	i	.	-11	-0.9	48
O=C(CN1CCOCCOCCOCCOCC1)Nc1ccccc1	-2	.	1.8	1	2	-0.6	1	0	-0.1	-10
COC(=O)c1cc2oc(C)cc2n1CC(=O)Nc1cc(C)cc(C)c1	-2	.	-1.3	3	-4	-0.4	-9	21	-1.3	-10
O=C(c1c[nH]c2ccccc12)N1CCOCC1	1	1.0	1.1	4	6	-0.6	-13	7	0.0	-2
CCc1ccc[n+](-c2nc3ccccc3nc2C(=C=[N-])C#N)c1	-5	3.3	-1.0	5	4	i	7	7	-0.7	17
Cc1ccc2nc(C)c(C(=O)N/N=C/c3cccc([N+](=O)[O-])c3)cc2c1	-2	.	2.4	-3	-1	-0.3	.	7	-1.8	14
CC1CCN(C2CC(=O)N(c3ccc(Br)cc3Br)C2=O)CC1 (configuration not stated)	-2	0.9	-7.8	14	2	-0.3	-8	-8	-0.6	17
O=C(CN1C(=O)CCC1=O)NC(=O)NC1CCCC1	-7	0.2	0.4	9	0	-2.4	-4	1	-0.4	8
Cc1nn(-c2ccccc2)c2c1CC(=O)Nc1ccccc1-2	-1	1.3	0.2	0	.	i	-22	2	0.0	.
COC(=O)c1c(NC(=O)C(C)(C)C)sc2c1CCN(Cc1ccccc1)C2	-1	-0.1	0.3	38	2	-0.1	1	6	-0.7	21
Cc1ccc(C)c(N2N=C(C(=O)Nc3ccc(N4CCOCC4)cc3)CCC2=O)c1	-1	-0.6	0.0	8	.	i	1	-3	4.5	.
O=c1c2ccccc2c2ccccc2c(=O)n1Cc1ccco1	-1	.	-1.0	23	1	i	-11&-11	2	-0.6	13
